High-throughput results from PubChem BioAssay.
Tb PYK inh = T. brucei pyruvate kinase inhibition; 410,000 tested, 0.12% active; Q57TT1; Potency, µM (doses to about 76.8 µM), for inactives: at the top dose activity, negative = inhibition, most hits filed as inhibitors; TbPYK enzyme, Kinase-Glo Plus ATP luminescence, 45 min; active = well fitted inhibition curve with a large enough effect; inconclusive = small, poorly fitted or top-dose-only effect; also: nearly all actives have a fitted effect of over 50% in size
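Quantitative HTS: titrated library compounds versus trypanosomal pyruvate kinase in TEA buffer (pH 7.2) containing KCl, MgCl2, BSA and Tween-20. Reactions were initiated with ADP, 130 uM final. Kinase-Glo Plus luminescence was read after 45 min at RT.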
Active calls of the source: *; ? = inconclusive; [ ] = remark or other dose. % is scaled to controls: 0 for no effect and ±100 for the full control effect; potency is read from the fitted curve at half-maximal effect. The list is partial; rates above refer to the full screens.

SMILES	Tb PYK inh
CC(=O)Nc1cc2oc3ccccc3c2cc1[N+](=O)[O-]	7.4%
O=S(=O)(Cc1nnnn1-c1ccc(Br)cc1)c1ccccc1	2.7%
Cc1cc(NC(=O)CSCC(=O)Nc2cc(C(F)(F)F)ccc2N2CCCCC2)no1	2.4%
CCCS(=O)(=O)NC(=O)C1(C)CCN(C(=O)c2ccc3ccccc3n2)C1 (stereo not drawn)	1.9%
CCCCOC(=O)CSc1nnc(-c2ccccc2)o1	-8.6%
CCC1CN(C(=O)N2CCC(C(=O)O)CC2)c2cc(C)ccc2O1 (stereo not drawn)	-6.4%
CCc1nc2ccc(C(=O)N3CCC(O)(Cc4ccccc4)CC3)cn2c1N(C)C(=O)Cc1ccccc1	-1.8%
CS(=O)(=O)N(CC(=O)N1CCCC1)c1ccc(F)cc1	-11.0%
Cc1ccc(NC(=O)NCc2cccn2Cc2ccccc2)cc1F	6.7%
Cc1ccc(C)c(-c2nnc(NC(=O)c3ccc4c(c3)OCCO4)o2)c1	2.6%
O=S(=O)(NCCc1csc(-c2cccc(F)c2)n1)c1cc(F)ccc1F	3.2%
COc1ncnc2c1ncn2CCCN(C)CCc1ccccn1	3.8%
COc1ccc(CNc2nc(-c3ccco3)nn2C(=O)c2ccccc2Cl)cc1	-2.1%
CCCNC(=O)c1c(NC(=O)c2ccc(C)cc2)sc2c1CCCCC2	-1.2%
Cc1cccc(N2CCN(C(=O)c3c(C)oc4nc(C)nc(N5CCCC5)c34)CC2C)c1 (stereo not drawn)	-6.8%
Cc1ccc(Cn2c(C3CCCN3c3nc(C)cs3)nc3cc(C(=O)NCCCO)ccc32)cc1 (stereo not drawn)	1.0%
COc1cccc(-c2nc(S(=O)(=O)c3ccc(C)cc3)c(NCc3ccccc3)o2)c1	1.7%
CCOC(=O)c1cccnc1SCC(=O)Nc1ccc(C)cc1C	-5.0%
Cc1nn2c(C)c(C(=O)N3CCN(c4ccccc4)CC3)cnc2c1-c1ccccc1	-7.8%
CC(C)C[C@H]1CNC(=S)N1CC1CCCN1C[C@H](CC(C)C)N1C[C@H](Cc2ccc(O)cc2)N(CC2CCCCCC2)C1=S (stereo partly drawn)	0.2%
Cc1cc2c(n1-c1ccc(C(=O)NCCc3ccc(Cl)cc3)cc1)CCCC2	4.1%
Cc1nn2c(=O)cc(COC(=O)c3ccccc3NC(=O)c3cccs3)nc2s1	-2.5%
Cc1c(C(=O)NCc2ccc(F)cc2)sc(=O)n1Cc1ccc(Cl)c(Cl)c1	-15.0%
Cc1cccc2sc(N(Cc3cccnc3)C(=O)CCS(=O)(=O)c3ccccc3)nc12	-14.9%
COc1ccc(F)cc1-c1cc(C(=O)NCc2cc(C(F)(F)F)cc(C(F)(F)F)c2)[nH]n1	2.1%
SMILES	Tb PYK inh
Cn1c(=O)[nH]c(=O)c2c1nc(N1CCOCC1)n2Cc1ccccc1	-1.9%
CC1(C)Cc2c(sc(NC(=O)Cc3ccccc3)c2C#N)C(C)(C)N1	0.1%
Cc1ccc(CN2CCC(CNC(=O)c3cnn(-c4ccccc4)c3C3CCN(C(=O)OC(C)(C)C)CC3)CC2)cc1	0.6%[15.4 µM]
COc1cccc(C(=O)NCCc2csc(-c3ccc(Cl)cc3)n2)c1	1.4%
O=c1[nH][nH]c2c1[C@H](c1ccc(F)cc1)O[C@H](C1CCCCC1)C2	-1.5%
O=S(=O)(NCCS(=O)(=O)N1CCN(c2ccccc2F)CC1)c1ccc(Cl)cc1	3.9%
COc1ccc(N2CCN(C(CNC(=O)C(=O)NCc3ccc(F)cc3)c3cccnc3)CC2)cc1 (stereo not drawn)	0.2%
Cc1cccc(NC(=O)C2CCCN(S(=O)(=O)c3ccc(Br)s3)C2)c1 (stereo not drawn)	1.8%
Cc1cc2c(=O)c(C(=O)c3ccncc3)cn(CC(=O)Nc3cccc(C)c3C)c2cc1C	-1.0%
Cn1c(NCCCO)nc2c1c(=O)n(Cc1cccc(F)c1)c(=O)n2C	-1.6%
CCOc1ccc(S(=O)(=O)Nc2ccc3oc(C)c(C(=O)OCCOC)c3c2)cc1	4.4%
O=C(Cn1cc(S(=O)(=O)Cc2ccccc2Cl)c2ccccc21)Nc1ccc(F)cc1F	1.8%[15.4 µM]
COc1cccc(-c2csc(-c3c(N)c(C(=O)c4ccc5c(c4)OCO5)n4ccccc34)n2)c1	1.8%
O=[N+]([O-])c1cccc(Cn2cnc3c(=S)nc[nH]c32)c1	-23.8%
O=C(COc1ccccc1)N(Cc1cccnc1)c1nc2ccc(Cl)cc2s1	-8.4%
COc1cc2c(cc1OC)n(CC(=O)c1cc(C)ccc1C)c(=O)n1nc(CCn3nc(C)cc3C)nc21	5.2%
Cc1nc2cc(C(=O)O)ccc2n1-c1ccc(C(C)C)cc1	-20.9%
COc1ccccc1NC(=O)c1nc(SCc2ccc(F)cc2)ncc1Cl	1.6%
CC1(C(=O)NS(=O)(=O)c2ccc3ccccc3c2)CCN1C(=O)Cc1ccc(-c2ccccc2)cc1 (stereo not drawn)	8.4%
CC1C(O)=C(c2ccccc2)P(=O)(Cc2ccccc2)C1C (stereo not drawn)	2.7%
COc1cccc(NC(=O)CSC2=Nc3ccccc3C3=NC(CC(=O)NCc4ccc5c(c4)OCO5)C(=O)N23)c1 (stereo not drawn)	0.3%
CCCCN1C(=O)C(CC(=O)NC(c2ccccc2)c2ccccc2)CC(C(=O)N2CCCCCC2)=C1C (stereo not drawn)	4.5%
CCOC(=O)c1cc2ccccc2n1C1CCN(CCc2ccccc2)CC1	2.2%
COc1ccccc1C1SCC(=O)Nc2c1c(C)nn2-c1cccc(C)c1 (stereo not drawn)	1.2%
Clc1ccc2nc(C3CCCCC3)c(CC3CCCCC3)n2c1	-4.9%
SMILES	Tb PYK inh
COc1ccc(-c2noc(COc3cc(C)ccc3C)n2)cc1OC	1.9%
Cc1ccc(S(=O)(=O)N2CCN(C(=O)COC(=O)COc3ccc(Cl)c(C)c3)CC2)c(C)c1	0.9%
COc1ccc(S(=O)(=O)N(CC(=O)NCc2ccccc2)c2ccc(C)cc2)cc1OC	-7.1%
COc1ccc(CNC(=O)Cc2coc3ccc(C(C)C)cc23)cc1	-2.5%
O=C1C(=O)N(C2CCN(S(=O)(=O)c3ccc(F)cc3)CC2)CCN1Cc1ccccc1	1.9%
CCC(=O)c1cn(CC(=O)Nc2ccc(F)cc2)c2ccccc12	6.1%
CCCCCCCCN1[C@@H](CC(=O)OC)c2cc(F)ccc2S1(=O)=O	-4.7%
CC(C)n1ncc2c(C(=O)Nc3ccccc3SCC(N)=O)cc(C3CC3)nc21	2.9%
CCOc1ccc(OCC)c(NC(=O)C2CCN(S(=O)(=O)c3cn(C)cn3)CC2)c1	4.8%
O=C(Cc1ccc(NC(=O)N2CCSc3ncccc32)cc1)NCc1ccccc1	-17.0%[15.4 µM]
COc1ccc(NC(=O)CSc2nc3ccccc3n2CC(=O)N(C)C2CCCCC2)cc1	5.7%
CCOC(=O)c1c(S(=O)(=O)N2CCC(C(=O)Nc3cccc(C#N)c3)CC2)c(C)n(C)c1C	-0.2%
Cc1ccc(S(=O)(=O)N2CCN(C(=O)N3CCCCC3)CC2)c(C)c1	-0.2%
O=C(c1ccc2c(c1)N(Cc1ccc(Cl)cc1)C(=O)c1ccccc1S2(=O)=O)N1CCOCC1	2.2%
Cc1nc2ccccc2nc1CC(O)(c1ccccc1)c1ccccc1	0.4%
C(=C\c1ccccc1)/CN1CCN(C(c2ccnc3ccccc23)c2nnnn2C2CCCC2)CC1 (stereo not drawn)	2.2%
COc1ccc(-c2cc(OC(=O)c3ccc(Cl)cc3)c3c(C)oc(C)c3c(=O)c2)cc1	-17.8%
CCN1CCN(C(=O)c2c(C)nn(-c3ccc(F)cc3)c2-n2cccc2)CC1	1.4%
CCOc1ccc(NC(=O)N2CCC(N3CCCCC3)CC2)cc1	-7.2%
C/C(=N\Nc1ccccc1)c1cccs1	-6.5%
Nc1ccc(CNC(=O)OCC2c3ccccc3-c3ccccc32)cc1	-7.8%
CCOC(=O)c1sc2ccccc2c1S(=O)(=O)Nc1cc(OC)ccc1OC	0.6%
Cc1cc(Oc2c(C(F)(F)F)oc3c(CN4CCC(C)CC4)c(O)ccc3c2=O)cc(C)c1Cl	2.3%
COC(=O)c1cc(C)nc2c1c(=O)nc(SCc1cc(C)ccc1C)n2C1CC1	-7.2%
C[C@H](CO)N1C[C@H](C)[C@@H](CN(C)Cc2ccncc2)Oc2ncc(Br)cc2C1=O	0.8%

Retrieved by structure from the list above, four records:
SMILES	Tb PYK inh
O=C1C(=O)N(C2CCN(S(=O)(=O)c3ccc(F)cc3)CC2)CCN1Cc1ccccc1	1.9%
Cc1cc(Oc2c(C(F)(F)F)oc3c(CN4CCC(C)CC4)c(O)ccc3c2=O)cc(C)c1Cl	2.3%
CCN1CCN(C(=O)c2c(C)nn(-c3ccc(F)cc3)c2-n2cccc2)CC1	1.4%
COc1ccc(NC(=O)CSc2nc3ccccc3n2CC(=O)N(C)C2CCCCC2)cc1	5.7%

The list goes on.
SMILES	Tb PYK inh
COc1ccc(Nc2c(CC(C)C)nc3nc(C)cc(C)n23)cc1	-1.9%
CC1(C(=O)NS(=O)(=O)c2ccc(Br)cc2)CCN1C(=O)CCc1cccs1 (stereo not drawn)	-4.9%
CC(OC(=O)c1ccccc1C(=O)O)c1ccccc1 (stereo not drawn)	-1.4%
CC(=O)Nc1cccc(NC(=O)CSc2nccn2Cc2ccc3c(c2)OCO3)c1	-7.5%
O=C(Cc1cccc2ccccc12)NN=Cc1ccc2c(c1)CCC2	5.2%
CC(C)(C)n1nnnc1C(CCc1ccccc1)N1CCN(C/C=C/c2ccccc2)CC1 (stereo not drawn)	-1.7%
COc1ccc(C(NC(=O)C2CCN(C/C=C/c3ccc(OC(C)=O)c(OC)c3)CC2)c2ccccn2)cc1 (stereo not drawn)	0.1%
Cc1cccc(C(=O)Nc2ccc(-c3nc4ccccc4s3)cc2Cl)c1	2.7%
Cc1cccc(N2CCN(C(=O)CN3C(=O)COc4ccc(S(=O)(=O)N5CCCCCC5)cc43)CC2)c1C	2.3%
COc1ccc(OC)c(CCNC(=O)Cn2ncc3c([nH]c4ccccc43)c2=O)c1	2.1%
Cc1cccc(C)c1NC(=O)Cn1nnc(C(=O)Nc2c(C)cccc2C)c1N	4.0%
N#CC(Cc1cccs1)c1nc2ccccc2[nH]1 (stereo not drawn)	-4.9%
CCc1ccc(NC(=O)N(Cc2c[nH]c3ccccc23)C2CCCCC2)cc1	2.5%
CCc1ccc(C(=O)c2cnc3ccc(F)cc3c2S(=O)(=O)c2ccccc2)cc1	2.8%
CCN1C(=O)c2ccccc2S(=O)(=O)c2ccc(C(=O)NCc3ccccc3)cc21	0.0%
CC(C)Nc1ncnc2c1ncn2[C@H]1CN(Cc2cccnc2)C[C@@H](CO)O1	3.6%
CCOC(=O)c1ccccc1NC(=O)Cn1c(=O)n(-c2ccc(CC)cc2)c(=O)c2c(C)c(C(=O)N(C)C)sc21	1.6%
CCc1nc2c(OCCn3cccc3)cccn2c1N(C)C(=O)c1cccs1	-4.7%
O=C(C=Cc1cccc(O)c1)c1ccccc1O	4.0%
C=C1C(=O)[C@]23C[C@H]1CC[C@H]2[C@]1(C)[C@@H](OC(C)=O)CC[C@@](C)(C(=O)OC)[C@H]1C[C@@H]3OC(C)=O	-9.0%
COc1ccc(C2=NC(C)(C)N(CC(=O)Nc3cccc(C)c3)C2=O)cc1	2.8%
CN(C)C(=O)c1ccc(NC(=O)c2cccc(-n3cnnn3)c2)cc1	-4.9%
Cc1ccc(C(=O)NCc2ccccc2)cc1NC(=O)c1nsc2ccccc12	1.9%
Cn1c(=O)c(CCc2ccccc2)nc2cncnc21	-6.6%
CCOC(=O)c1cc(-c2ccc(F)cc2)n(CC(=O)Nc2nccs2)c1C	-0.5%

A different layout for 6 compounds above.
SMILES | Tb PYK inh
CC(=O)Nc1cccc(NC(=O)CSc2nccn2Cc2ccc3c(c2)OCO3)c1 | -7.5%
O=C(Cc1cccc2ccccc12)NN=Cc1ccc2c(c1)CCC2 | 5.2%
CC(C)(C)n1nnnc1C(CCc1ccccc1)N1CCN(C/C=C/c2ccccc2)CC1 (stereo not drawn) | -1.7%
COc1ccc(C(NC(=O)C2CCN(C/C=C/c3ccc(OC(C)=O)c(OC)c3)CC2)c2ccccn2)cc1 (stereo not drawn) | 0.1%
Cc1cccc(C(=O)Nc2ccc(-c3nc4ccccc4s3)cc2Cl)c1 | 2.7%
Cc1cccc(N2CCN(C(=O)CN3C(=O)COc4ccc(S(=O)(=O)N5CCCCCC5)cc43)CC2)c1C | 2.3%

(listing goes on)
SMILES	Tb PYK inh
O=S(=O)(c1ccc(-c2csc(=Nc3ccc(OC(F)(F)Cl)cc3)n2CCCO)cc1)N1CCCC1	-6.2%
CC(C)c1ccc2oc(-c3ccc(NC(=O)c4cc5ccccc5o4)cc3)nc2c1	3.2%
COc1ccc(-c2cn3nc(N4CCCC(C(=O)Nc5cc(C)ccc5C)C4)sc3n2)cc1 (stereo not drawn)	-3.5%[15.4 µM]
Cc1ccccc1CSc1cn(CC(=O)N2CCCC2)c2ccccc12	2.0%
COCc1cccc(-c2csc(C(C)(O)c3ccccc3)n2)c1 (stereo not drawn)	0.6%
CCCCNC(=O)CSc1nc2cc3c(cc2c(=O)n1CCCCCC(=O)NCCc1ccc(OC)c(OC)c1)OCO3	0.2%
C=CCNC(=O)c1ccc2c(c1)S(=O)(=O)c1ccccc1C2=O	1.1%
CCc1nnc2c(N3CCN(c4cccc(C)c4)C(C)C3)nc3ccccc3n12 (stereo not drawn)	4.9%[15.4 µM]
Cc1cc2ccccc2n1CCNC(=O)c1cccc(Br)c1	-2.5%
COc1ccc(CCNC(=O)c2ccc3c(c2)S(=O)(=O)N=C2CCCCCN23)cc1OC	-0.3%
COc1ccc(-c2noc(CN(C)S(=O)(=O)c3ccccc3)n2)cc1OC	4.6%
Cn1nnnc1SCCNCc1ccc(OCc2ccc(Cl)cc2)cc1	-11.6%
O=C(COc1ccc(F)cc1Br)Nc1ccccc1N1CCCC1	5.0%
O=C1NC(=S)NC1=Cc1ccco1	?
CCCCNC(=O)C1(C)CCN1C(=O)c1ccc2c(c1)CCO2 (stereo not drawn)	3.7%
